OXTR potentiator – potentiators of human oxytocin receptor; P30559; CHO-OTR cells, Fluo-8 calcium fluorescence, potentiator mode; 0% = oxytocin EC15, 100% = EC100; activation, % at 3 µM; hit rate 0.061% among 320,000; AID 2445;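 active = activation above that plate's cutoff, the mean activation of tested compounds plus 3 SD, cut at about 6.6% in these data, passing the limit was not always enough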;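 also: 100% uses oxytocin at 75 nM as the full agonist control; some results filed as inactive read as strong as hits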
Target sequence (P30559 whole entry, looked up): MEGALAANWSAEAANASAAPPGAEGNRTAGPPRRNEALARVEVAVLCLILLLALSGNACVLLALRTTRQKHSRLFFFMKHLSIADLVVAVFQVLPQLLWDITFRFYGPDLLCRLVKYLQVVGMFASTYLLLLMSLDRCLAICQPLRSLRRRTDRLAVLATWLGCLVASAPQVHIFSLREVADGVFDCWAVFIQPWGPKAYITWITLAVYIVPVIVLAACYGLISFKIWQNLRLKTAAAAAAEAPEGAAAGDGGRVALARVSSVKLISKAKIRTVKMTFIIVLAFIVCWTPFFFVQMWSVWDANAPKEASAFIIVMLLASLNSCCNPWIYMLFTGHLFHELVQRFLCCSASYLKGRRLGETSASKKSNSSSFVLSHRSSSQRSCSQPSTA
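Material: CHO-OTR cells, human receptor; compound dosing: single dose, 3.0 µM nominal final compound concentration; schedule: 6 min compound pre-incubation at room temperature, 100 s kinetic read; measured by: kinetic Fluo-8 calcium fluorescence; read-out basis: % activation vs EC15 and EC100 oxytocin; controls: EC15 oxytocin alone as 0%, 75 nM oxytocin as 100%; replicates: singlicate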
CHO parental Ca – signal in parental CHO cells, OX1R antagonist counter-screen | inhibition, % at 5.6 µM | parental CHO-K1, ATP-induced calcium, Fluo-8 fluorescence | hit rate 0.63% among 330,000;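 active = inhibition above that plate's mean sample inhibition plus 3 SD, cut at about 26% in these data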;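 also: 0% = ATP-challenged DMSO wells and 100% = DMSO wells without ATP; some compounds past the cut are filed as inactive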
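Material: Parental CHO cells | Reagent: ATP | Compound dosing: Single nominal dose of 5.6 µM per compound | Detection: Intracellular calcium via Fluo-8 no-wash fluorescent dye | Read-out: % inhibition of ATP-induced calcium mobilization | Benchmarks: Low control ATP plus DMSO, high control DMSO only | Replicates: Singlicate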
TAAR1 ag – agonists of human TAAR1. hit rate 0.99% among 360,000. CHO RD-HGA16 TAAR1, Fluo-8 calcium fluorescence; vehicle wells 0%, saturating PEA agonist 100%. activation, % at 3 µM. AID 624467;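 active = activation above the mean activation of all test compounds in the run plus 3 SD, cut at about 38% in these data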
Target sequence (Q96RJ0 whole entry, looked up): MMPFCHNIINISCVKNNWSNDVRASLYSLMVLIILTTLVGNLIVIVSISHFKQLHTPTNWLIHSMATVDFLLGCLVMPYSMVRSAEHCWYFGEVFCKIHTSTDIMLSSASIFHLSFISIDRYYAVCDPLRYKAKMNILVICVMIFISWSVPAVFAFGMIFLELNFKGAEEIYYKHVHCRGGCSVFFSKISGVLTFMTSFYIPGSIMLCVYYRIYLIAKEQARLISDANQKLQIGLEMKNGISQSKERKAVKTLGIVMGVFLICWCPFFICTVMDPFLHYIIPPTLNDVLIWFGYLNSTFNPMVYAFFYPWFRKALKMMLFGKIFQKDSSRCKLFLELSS
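System: CHO RD-HGA16 cells carrying human TAAR1 plus Gα16; Incubation: 17-24 h seeding, 75 min 37 °C dye, 30 min RT; Measured by: Fluo-8 fluorescence, 5 s baseline then 140 s kinetic read; Control set: DMSO and PEA EC100; Replication: single well for each compound.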
V1R ag counter – V1a receptor agonism, counter-screen for OXTR agonists; P37288; CHO-V1R cells, Fluo-8 calcium fluorescence, agonist mode; 0% DMSO, 100% 3 nM vasopressin; activation, % at 3 µM; hit rate 0.25% among 320,000;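 active = activation above the mean activation of all tested compounds plus 3 SD, per screening run, cut at about 20% in these data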;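 also: signal is peak over basal fluorescence ratio across a 100 second FLIPR read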
CHRM1 PAM – positive allosteric modulators of human M1 muscarinic receptor | P11229 | CHO-K1 hM1, Fluo-8 calcium fluorescence, ACh EC20; 0% = ACh EC20, 100% = maximal ACh | activation, % at 3 µM | hit rate 0.088% among 360,000 | AID 588819; in the data active = activation above about 19%, passing the limit was not always enough
TAAR1 antag – human TAAR1 antagonism | Q96RJ0 | CHO RD-HGA16 TAAR1, Fluo-8 calcium fluorescence, antagonist | inhibition, % at 3 µM | hit rate 1.5% among 360,000 | AID 624466;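 active = inhibition above a per-plate cutoff, the mean inhibition of test compounds on that plate plus 3 SD, cut at about 49% in these data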;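 also: 0% = DMSO plus EC80 beta-PEA response and 100% = DMSO alone without agonist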
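Material: RD-HGA16 CHO cells with stable hTAAR1 and Gα16; Dosing: single nominal final test compound concentration of 3 µM; Schedule: seeding 17-24 h prior, 75-min 37 °C, 30-min RT dye loading; Detection: kinetic Fluo-8 calcium fluorescence measurement; Measure: % inhibition from peak post-agonist over basal fluorescence ratio; Benchmarks: vehicle and agonist controls.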
CHRM1 antagonist – blocks human M1 muscarinic receptor; CHO-K1 hM1, Fluo-8 calcium fluorescence, ACh EC80 antagonist; inhibition, % at 3 µM; hit rate 1.3% among 360,000; AID 588852;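 active = percent inhibition above its own plate's cutoff, namely the mean of that plate's compound wells plus 3 SD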;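 also: peak over basal fluorescence ratio during 140 s after agonist addition; 0% = ACh EC80 plus DMSO and 100% = DMSO alone without agonist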
CHRM1 agonist – agonists of human M1 muscarinic receptor. CHO-K1 hM1, Fluo-8 calcium fluorescence, agonist mode; 0% DMSO, 100% acetylcholine EC100. activation, % at 3 µM. hit rate 0.33% among 360,000. AID 588814;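 active = activation above the run's mean compound activation plus 3 SD, cut at about 16% in these data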;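 also: peak over basal fluorescence ratio within a 140 s kinetic read after compound addition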
OXTR ag – activates the human oxytocin receptor; hit rate 0.32% among 320,000; P30559; AID 2435; CHO-OTR cells, Fluo-8 calcium fluorescence; normalized: DMSO 0%, oxytocin 100%; activation, % at 3 µM;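 active = activation above the mean of all tested compounds plus 3 SD, cutoff set per screening run, cut at about 20% in these data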;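 also: peak over basal fluorescence ratio from a 100 s FLIPR kinetic read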
* marks the source's active call; other numbers are inactive results.

Screening O=C(O)c1ccc2c(c1)C(=O)/C(=C\c1ccco1)C2=O returned OXTR potentiator -12, CHO parental Ca -4, TAAR1 ag 2, V1R ag counter 0.1, CHRM1 PAM -5, TAAR1 antag -5, CHRM1 antagonist 4, CHRM1 agonist -4 and OXTR ag -0.4.
Screening O=C(NC1CCCCC1)N1CCc2ccccc21 returned OXTR potentiator -5, CHO parental Ca -14, TAAR1 ag 4, V1R ag counter -1.6, CHRM1 PAM 5, TAAR1 antag 5, CHRM1 antagonist -7, CHRM1 agonist -6 and OXTR ag -2.3.
CC(C)C(=O)Nc1ccc(NC(=O)c2cccc(F)c2)cn1 was read as OXTR potentiator -13, CHO parental Ca -5, TAAR1 ag 6, V1R ag counter 0.7, CHRM1 PAM 6, TAAR1 antag 16, CHRM1 antagonist -27, CHRM1 agonist -2 and OXTR ag 0.0.
COc1ccc(NC(=O)N(C)C[C@@H]2Oc3c(NC(=O)Nc4c(C)noc4C)cccc3C(=O)N([C@@H](C)CO)C[C@@H]2C)cc1 was read as OXTR potentiator -9, CHO parental Ca 0, TAAR1 ag 0, V1R ag counter 1.9, CHRM1 PAM 8, TAAR1 antag 1, CHRM1 antagonist -2, CHRM1 agonist -4 and OXTR ag 1.6.
Screening CC1COc2ccccc2N1C(=O)c1ccc(Cl)nc1 (stereo not drawn) returned OXTR potentiator -1, CHO parental Ca -7, TAAR1 ag 2, V1R ag counter 0.0, CHRM1 PAM 13, TAAR1 antag -7, CHRM1 antagonist -7, CHRM1 agonist -4 and OXTR ag 0.3.
C[C@H](O)Cc1cn(-c2cc3cc(C#Cc4ccsc4)ccc3oc2=O)nn1 was read as OXTR potentiator -6, CHO parental Ca -11, TAAR1 ag 9, V1R ag counter 4.5, CHRM1 PAM -2, TAAR1 antag 10, CHRM1 antagonist 2, CHRM1 agonist -3 and OXTR ag 5.6.
O=C(Nc1ccccc1SCC1CSc2nc3ccccc3c(=O)n21)c1cccc(Cl)c1 (stereo not drawn) was read as OXTR potentiator -4, CHO parental Ca -38, TAAR1 ag 14, V1R ag counter -1.3, CHRM1 PAM 6, TAAR1 antag 3, CHRM1 antagonist -14, CHRM1 agonist -5 and OXTR ag -1.9.
For Cn1nnnc1SCCNC(=O)C1CCC(=O)N(Cc2ccccc2F)C1 (stereo not drawn) the results were OXTR potentiator -3, CHO parental Ca -4, TAAR1 ag 2, V1R ag counter 0.2, CHRM1 PAM -13, TAAR1 antag -10, CHRM1 antagonist 26, CHRM1 agonist -5 and OXTR ag -0.4.
CCCN1C(=O)c2cc(C(=O)Nc3ccccc3C)ccc2C1Nc1ccccc1C (stereo not drawn) was read as OXTR potentiator 0, CHO parental Ca -17, TAAR1 ag -3, V1R ag counter 0.3, CHRM1 PAM 5, TAAR1 antag -13, CHRM1 antagonist -7, CHRM1 agonist -1 and OXTR ag -1.5.
Screening Cc1cc2ccccc2c(=O)n1CC(=O)NCC(=O)N1CCCC1 returned OXTR potentiator -9, CHO parental Ca 6, TAAR1 ag 2, V1R ag counter 0.7, CHRM1 PAM -4, TAAR1 antag -11, CHRM1 antagonist -2, CHRM1 agonist -1 and OXTR ag -0.1.
CCN1CCN(CCCOc2ccc(Cl)cc2Br)CC1 was read as OXTR potentiator -20, CHO parental Ca 2, TAAR1 ag 4, V1R ag counter -0.2, CHRM1 PAM -1, TAAR1 antag -6, CHRM1 antagonist 8, CHRM1 agonist -6 and OXTR ag 1.0.
COc1cc(CC(=O)OCC(=O)N(C)C2CCCCC2)cc(OC)c1OC was read as OXTR potentiator -11, CHO parental Ca 4, TAAR1 ag 7, V1R ag counter 3.5, CHRM1 PAM -7, TAAR1 antag 1, CHRM1 antagonist 5, CHRM1 agonist -1 and OXTR ag 4.7.
For Cc1cc(Cl)ccc1NC(=S)NCCc1ccc(S(N)(=O)=O)cc1 the results were OXTR potentiator -3, CHO parental Ca 8, TAAR1 ag 8, V1R ag counter 0.4, CHRM1 PAM 0, TAAR1 antag 4, CHRM1 antagonist -18, CHRM1 agonist -5 and OXTR ag -1.0.
For Cc1[nH]n(-c2ccccc2)c(=O)c1CCO the results were OXTR potentiator -17, CHO parental Ca 26, TAAR1 ag 1, V1R ag counter 2.0, CHRM1 PAM 7, TAAR1 antag 5, CHRM1 antagonist -5, CHRM1 agonist -2 and OXTR ag -0.8.
O=C(CCC1CCCCC1)Nc1nncs1 was read as OXTR potentiator -2, CHO parental Ca -2, TAAR1 ag 0, V1R ag counter -1.1, CHRM1 PAM 10, TAAR1 antag -10, CHRM1 antagonist -4, CHRM1 agonist -4 and OXTR ag -1.5.
CN(C(=O)c1ccc(OC2CCN(Cc3ccccn3)CC2)cc1)C1CCCCC1 was read as OXTR potentiator -7, CHO parental Ca -6, TAAR1 ag 0, V1R ag counter 1.2, CHRM1 PAM -4, TAAR1 antag 12, CHRM1 antagonist 8, CHRM1 agonist -6 and OXTR ag 1.3.
CN1CCN(NC(=S)NC2CCCCC2)CC1 was read as OXTR potentiator 0, CHO parental Ca 1, TAAR1 ag 1, V1R ag counter 0.0, CHRM1 PAM 6, TAAR1 antag -5, CHRM1 antagonist -8, CHRM1 agonist -7 and OXTR ag -0.9.
`COCCN(CCOC)S(=O)(=O)c1ccc(C(=O)Nc2nnc(COC)o2)cc1` gave OXTR potentiator 5, CHO parental Ca -7, TAAR1 ag 3, V1R ag counter -0.8, CHRM1 PAM -2, TAAR1 antag 13, CHRM1 antagonist 5, CHRM1 agonist -5 and OXTR ag -0.5.
For COc1ccc(Cl)cc1S(=O)(=O)n1cnc2ccccc21 the results were OXTR potentiator -6, CHO parental Ca -8, TAAR1 ag -2, V1R ag counter -0.2, CHRM1 PAM 3, TAAR1 antag -13, CHRM1 antagonist -5, CHRM1 agonist -4 and OXTR ag 1.8.
Screening COc1ccc(OC)c(Nc2nc(-c3sc(NC(=O)C(C)(C)C)nc3C)cs2)c1 returned OXTR potentiator -13, CHO parental Ca -1, TAAR1 ag 2, V1R ag counter -1.5, CHRM1 PAM 13, TAAR1 antag 32, CHRM1 antagonist 4, CHRM1 agonist 2 and OXTR ag -2.7.
`CN(C)S(=O)(=O)N1CCN(CC(=O)Nc2ccc(F)cc2)CC1` gave OXTR potentiator -3, CHO parental Ca -4, TAAR1 ag 2, V1R ag counter 0.2, CHRM1 PAM 5, TAAR1 antag -16, CHRM1 antagonist -8, CHRM1 agonist -3 and OXTR ag 0.6.
`O=[N+]([O-])c1ccc(NCCCN2CCOCC2)c(Cl)c1` gave OXTR potentiator -3, CHO parental Ca -8, TAAR1 ag 9, V1R ag counter 1.4, CHRM1 PAM 8, TAAR1 antag 2, CHRM1 antagonist -15, CHRM1 agonist 1 and OXTR ag 1.4.
For COCCN(C(=O)COC(=O)/C=C/c1ccco1)c1c(N)n(Cc2ccccc2)c(=O)[nH]c1=O the results were OXTR potentiator -9, CHO parental Ca 0, TAAR1 ag 3, V1R ag counter 0.7, CHRM1 PAM 5, TAAR1 antag -6, CHRM1 antagonist -5, CHRM1 agonist -3 and OXTR ag 0.4.
Screening Cc1cnc(C)c(N2CCC(C(=O)NCc3cccs3)CC2)n1 returned OXTR potentiator -12, CHO parental Ca -8, TAAR1 ag 3, V1R ag counter -0.3, CHRM1 PAM 0, TAAR1 antag -5, CHRM1 antagonist -5, CHRM1 agonist -3 and OXTR ag 0.0.
Screening O=C(CN1C(=O)NC2(CCCC2)C1=O)N1CCN(c2cccc(C(F)(F)F)c2)CC1 returned OXTR potentiator -7, CHO parental Ca -11, TAAR1 ag 5, V1R ag counter 4.6, CHRM1 PAM -6, TAAR1 antag -4, CHRM1 antagonist 15, CHRM1 agonist -3 and OXTR ag 4.4.
CCCc1c(C(=O)N/N=C/c2cccs2)nnn1-c1nonc1N was read as OXTR potentiator -6, CHO parental Ca -3, TAAR1 ag 65*, V1R ag counter 8.5, CHRM1 PAM -2, TAAR1 antag -14, CHRM1 antagonist 7, CHRM1 agonist 7 and OXTR ag 17.
Screening O=C(CCC(=O)N(CC(=O)NC1CCCC1)Cc1cccs1)Nc1nccs1 returned OXTR potentiator -17, CHO parental Ca -13, TAAR1 ag 0, V1R ag counter -1.0, CHRM1 PAM -2, TAAR1 antag 3, CHRM1 antagonist 6, CHRM1 agonist -4 and OXTR ag -0.5.
CN(C)/C=C(\c1cnc(Cl)s1)S(=O)(=O)c1ccccc1 was read as OXTR potentiator -13, CHO parental Ca -11, TAAR1 ag 2, V1R ag counter 0.5, CHRM1 PAM 6, TAAR1 antag 18, CHRM1 antagonist -6, CHRM1 agonist -2 and OXTR ag -0.1.
Cc1ccccc1NCc1ccc(O)c2ncccc12 was read as OXTR potentiator 2, CHO parental Ca -6, TAAR1 ag -1, V1R ag counter 1.0, CHRM1 PAM -4, TAAR1 antag -40, CHRM1 antagonist 0, CHRM1 agonist -1 and OXTR ag -0.5.
`OCC(O)C(O)C(O)C(O)C1NCCS1` (stereo not drawn) gave OXTR potentiator 3, CHO parental Ca -1, TAAR1 ag 3, V1R ag counter 0.7, CHRM1 PAM 3, TAAR1 antag -2, CHRM1 antagonist -4, CHRM1 agonist -4 and OXTR ag 0.1.
`CC(C)[C@H](CN1CCC[C@H]1CN1C(N)=NC[C@H]1C(C)C)N1C[C@@H](Cc2ccccc2)N(CCCC2CCCC2)C1=N` gave OXTR potentiator -9, CHO parental Ca -1, V1R ag counter 0.7, CHRM1 PAM -21, CHRM1 antagonist 12, CHRM1 agonist -13 and OXTR ag 0.3.
Screening Cn1c(Cn2c(=O)sc3ccccc32)nnc1SCC(=O)N1CCN(c2ccccc2)CC1 returned OXTR potentiator -8, CHO parental Ca -17, TAAR1 ag 0, V1R ag counter -0.9, CHRM1 PAM 3, TAAR1 antag 3, CHRM1 antagonist -5, CHRM1 agonist -4 and OXTR ag -0.4.
For CS(=O)(=O)c1ccc(C(=O)OCC(=O)Nc2cccnc2Cl)cc1[N+](=O)[O-] the results were OXTR potentiator 9, CHO parental Ca -6, V1R ag counter 1.3, CHRM1 PAM -3, CHRM1 antagonist 9, CHRM1 agonist -2 and OXTR ag 0.8.
CC(C)CNC(=S)N(CCO)Cc1cc2cc3c(cc2[nH]c1=O)OCO3 was read as OXTR potentiator 6, CHO parental Ca -5, TAAR1 ag -1, V1R ag counter 0.7, CHRM1 PAM 6, TAAR1 antag -12, CHRM1 antagonist -15, CHRM1 agonist -3 and OXTR ag 0.3.

Bioassay records deposited in PubChem BioAssay by The Scripps Research Institute Molecular Screening Center.
